# Source: PubChem BioAssay (The Scripps Research Institute Molecular Screening Center)
# GPR151 activ = human GPR151 activation. 650,000 compounds, 1% hits. PathHunter beta-arrestin GPR151 cells, luminescence. activation, % at 11.2 µM. AID 1508602; in the data active = activation above about 4.9%;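 note: 0% = median of compound wells and 100% = cells with positive control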
# Target sequence (Q8TDV0 whole entry, looked up): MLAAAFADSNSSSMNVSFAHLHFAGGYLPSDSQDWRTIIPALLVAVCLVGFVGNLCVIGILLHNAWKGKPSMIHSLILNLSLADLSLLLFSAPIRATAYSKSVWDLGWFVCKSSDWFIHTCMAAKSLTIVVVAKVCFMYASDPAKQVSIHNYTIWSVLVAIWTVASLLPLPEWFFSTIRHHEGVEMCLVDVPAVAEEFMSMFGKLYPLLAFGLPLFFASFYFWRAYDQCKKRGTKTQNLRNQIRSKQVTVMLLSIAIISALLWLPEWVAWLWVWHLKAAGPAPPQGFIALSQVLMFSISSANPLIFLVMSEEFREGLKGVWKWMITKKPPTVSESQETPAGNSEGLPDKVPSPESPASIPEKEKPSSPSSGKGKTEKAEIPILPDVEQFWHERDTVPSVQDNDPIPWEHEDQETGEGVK
# MITF inh = human MITF inhibition, primary screen | O75030 | AlphaScreen MITF homodimerization, bead proximity signal | inhibition, % at 2.6 µM | 650,000 compounds, 0.91% hits; in the data active = inhibition above about 50%;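 note: 0% = vehicle wells with protein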
# Target sequence (O75030 whole entry, looked up): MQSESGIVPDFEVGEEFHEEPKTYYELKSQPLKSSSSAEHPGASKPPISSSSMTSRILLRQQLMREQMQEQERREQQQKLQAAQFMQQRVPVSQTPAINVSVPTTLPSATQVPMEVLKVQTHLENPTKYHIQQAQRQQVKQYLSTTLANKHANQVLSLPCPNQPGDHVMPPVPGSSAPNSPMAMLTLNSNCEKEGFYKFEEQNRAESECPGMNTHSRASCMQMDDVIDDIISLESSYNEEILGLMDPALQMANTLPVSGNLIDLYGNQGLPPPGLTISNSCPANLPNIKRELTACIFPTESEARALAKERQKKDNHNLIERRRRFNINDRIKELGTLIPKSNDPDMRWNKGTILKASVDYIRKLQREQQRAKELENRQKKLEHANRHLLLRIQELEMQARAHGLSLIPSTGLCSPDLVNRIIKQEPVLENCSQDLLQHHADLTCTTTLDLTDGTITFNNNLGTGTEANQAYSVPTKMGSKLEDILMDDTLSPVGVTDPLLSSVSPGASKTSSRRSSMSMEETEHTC
# TEAD-YAP block = TEAD-YAP interaction inhibition; HEK-TIYL cells, TEAD-Gal4/YAP UAS-luciferase luminescence; inhibition, % at 9.12 µM; 640,000 compounds, 1.4% hits; in the data active = inhibition above about 32%;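 note: 0% = median of test compound wells and 100% = reference inhibitor wells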
# FBW7 act = activators of human E3 ligase FBW7 | Q969H0 | AlphaScreen FBW7–phospho-cyclin E peptide binding, activator screen | normalized activity (activation), % at 26.1 µM | 650,000 compounds, 0.13% hits | AID 1259310; in the data active = normalized activity above about 1.9%;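 note: purified mutant Fbw7 with reduced substrate affinity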
# Numbers without * were called inactive; & = joins results of further samples; ! = not active in a repeat.
# Order of results – GPR151 activ	MITF inh	TEAD-YAP block	FBW7 act
- CC(=O)c1cccc(NC(=O)NC(C)c2nc(-c3ccncc3)n[nH]2)c1 (stereo unspecified)
→ -1.4	-10	-4	0.6
- Cc1nnn(C23CC4CC(CC(CC(=O)Nc5ccc(C)c(F)c5)(C4)C2)C3)n1
→ 1.0	-11	-13	-0.2
- CN1CCN(C(=O)c2ccc(-c3nc(NCc4ccccc4)c4ncn(-c5ccsc5)c4n3)cc2)CC1
→ 0.3	4	0	-0.1
- O=C(Cn1cc(/C=c2/sc3nc4ccccc4n3c2=O)c2ccccc21)Nc1ccccc1
→ 1.6	10	-10	0.7
- Cc1sc2nc(COC(=O)COc3ccc(Cl)cc3)[nH]c(=O)c2c1C
→ 0.4	2	11	0.3
- CCOC(=O)N1CCN(S(=O)(=O)c2ccc(F)c(C(=O)Nc3ccc(Cl)cc3F)c2)CC1
→ -2.3	29	6	0.1
- COc1cc(C=Nc2ccc(I)cc2)ccc1O
→ -0.9	24	15	0.4
- O=C(Oc1ccc(Br)cc1)c1ccc(N2C(=O)C3C4C=CC(C4)C3C2=O)cc1 (stereo unspecified)
→ 0.0	14	9	0.6
- Cc1ccc(C2CC(c3ccccc3F)n3ncnc3N2)cc1 (stereo unspecified)
→ -1.2	-11	4	0.0
- CC(=O)c1cccc(NC(=O)CSc2ccccc2Cl)c1
→ -1.0	0	-20	0.1
- COc1cc2c(=O)n(CC3CCCO3)c(=O)n(CC(=O)Nc3ccccc3)c2cc1OC (stereo unspecified)
→ 1.2	2	1	0.0
- O=C(NCCCO)c1c(O)c2cccc3c2n(c1=O)CC3
→ -0.4	9	-19	-0.3
- CC(=O)N/N=C(\C)c1ccc(C)c([N+](=O)[O-])c1
→ -1.5	11	-1	0.2
- O=C(Oc1ccc(C2CCCCC2)cc1)c1cc([N+](=O)[O-])ccc1Br
→ -0.2	0	5	-0.2
- Cc1ccc(-c2noc(CNC(=O)c3cccc(Cl)c3)n2)cc1
→ -0.4	1	9	0.0
- O=C(Cn1c(=O)n(-c2ccc(F)cc2F)c(=O)c2sccc21)NC1CCCC1
→ -0.6	2	1	-0.2
- Nc1ccc(N2CCOCC2)c(S(=O)(=O)Nc2cc(Cl)ccc2Cl)c1
→ 2.6	-2	8	-0.2
- CCCCc1nc(SCC(=O)Nc2nnc(SCc3ccccc3)s2)n[nH]1
→ 0.3	3	-8	-0.1
- Cc1ccc2nc3c(cc(C(=O)NC4CCCC4)c(=N)n3C3CCCCC3)c(=O)n2c1
→ -0.7	-11	-11	-0.1
- N#Cc1c(SCc2ccccc2)nc2c(c1-c1ccc(O)cc1)CCCC2
→ 1.2	-10	0	-0.2
- COc1cccc(-n2cc(C(=O)N3CCC(C)CC3)c3ccccc3c2=O)c1
→ 0.7	13	-6	0.6
- Cc1nc2cc(F)ccc2n1C1CCN(CC(=O)Nc2ccc(Br)cc2)CC1
→ -0.2	14	-2	0.1
- CCOC(=O)C1=C(C)N=c2s/c(=C/C=C/c3ccccc3)c(=O)n2C1c1ccc(OC)cc1 (stereo unspecified)
→ 0.1	2	-4	-0.2
- CCc1ccccc1NC(=O)c1cnn2c1NC(c1cc(OC)c(OC)c(OC)c1)CC2C(F)(F)F (stereo unspecified)
→ 1.7	-13	-28	0.0
- Cn1c(=O)c2c(nc(CN3CCOCC3)n2CC(=O)c2ccccc2)n(C)c1=O
→ 0.9	0	-2	0.0
- COc1nc2c(s1)C(=O)NCCC2
→ -0.4	-2	8	-0.1
- O=C(N1CCC(O)(c2ccc(F)cc2)CC1)C(F)(F)F
→ 0.4	9	4	0.1
- Cc1ccc(NS(=O)(=O)c2c(C)[nH]c(=O)[nH]c2=O)c(Br)c1
→ 0.6	-2	9	0.2
- c1cncc(-n2cccc2CN2CCCC(N3CCOCC3)C2)c1 (stereo unspecified)
→ 1.7	8	3	-0.1
- COC(=O)C(CSCSC)NS(=O)(=O)c1ccc(C)cc1 (stereo unspecified)
→ 3.2	2	8	-0.1
- Cc1cc(C(=O)O)cc(Br)c1N
→ 1.1	8	9	0.1
- COc1cc(OC)cc(-n2c(=O)[nH]c3cc(C(=O)O)ccc3c2=O)c1
→ 0.6	3	0	0.0
- CCNc1nc(NCC)nc(NC(N)=S)n1
→ -1.2	-10	-9	-0.4
- CCC(C)NC(=O)CN1C(=O)COc2ccc(S(=O)(=O)N(CC)CC)cc21 (stereo unspecified)
→ -0.6	5	-9	0.4
- O=C(/C=C/c1ccc(Cl)c(Cl)c1)Nc1ncc(Cc2ccc(F)cc2)s1
→ -1.4	9	-1	0.0
- COc1ccc(/C=C(\NC(=O)c2ccccc2Cl)C(=O)NCCCC(=O)O)cc1
→ 0.7	0	-3	-0.1
- CC(=O)NC(CCS(C)(=O)=O)C(=O)Nc1ccc2c(c1)OCCO2 (stereo unspecified)
→ 1.4	20	4	0.9
- Nc1c(Cl)cnn(-c2ccccc2)c1=O
→ -0.6	7	-8	0.1
- COC1=CC(=O)C[C@@H](C)[C@]12Oc1c(Cl)c(OC)cc(OC)c1C2=O
→ 5.4*!	-7&0&16&-3&19	43*!	0.1&0.0&0.6&0.0&0.1
- COc1cccc(-c2ccccc2NC(=O)C2CCN(Cc3ccccn3)CC2)c1
→ -1.0	8	11	0.1
- COc1ccccc1-n1nc(C(=O)NCCCN2CC(C)CC(C)C2)c2ccccc2c1=O (stereo unspecified)
→ 1.6	-1	3	-0.1
- Cc1ccc(CN2CCN3C(=O)[C@H](CSCc4ccccc4)NC(=O)[C@H]3C2)cc1
→ 0.4	-7	-14	0.0
- COC(=O)/C(=C\Nc1cccc2ccccc12)[N+](=O)[O-]
→ -0.8	-2	4	-0.2
- Cc1cccc(C)c1N(CC(=O)Nc1ccc(Br)cc1F)S(C)(=O)=O
→ 1.7	0	-4	0.0
- CCOC(=O)CCC(=O)NNC(=O)c1ccc(NC(=O)c2ccccc2)cc1
→ -1.2	-6	-7	0.1
- O=C(CSc1nc(Nc2ccc3c(c2)OCO3)c2ccccc2n1)c1ccccc1
→ 5.3*	-5	-4	-0.1
- Cc1sc2ncn(CC(=O)NCCN3CCOCC3)c(=O)c2c1S(=O)(=O)N1CCOCC1
→ -0.4	-2	-6	0.0
- C=CCNC(=O)COC(=O)c1ccc(Br)cc1
→ 3.8	3	-5	-0.2
- O=C(NCC1(c2ccccc2)CCOCC1)C1CC12CCN(C1Cc3ccccc3C1)CC2 (stereo unspecified)
→ -0.6	12	-2	0.2
- Cc1cccc(N2CCN(S(=O)(=O)c3ccc(F)cc3)CC2)c1C
→ -1.0	6	-16	1.1
- CC(NC(=O)c1ccco1)c1nnc2n1CCN(Cc1ccc(N(C)C)cc1)CC2 (stereo unspecified)
→ 0.8	8	8	-0.1
- COc1ccccc1C1CC(c2c(-c3ccccc3)c3cc(Br)ccc3[nH]c2=O)=NN1S(=O)(=O)c1ccccc1 (stereo unspecified)
→ -0.5	4	-11	-0.1
- CCCOCCOC(=O)C1=C(C)NC(=O)NC1c1cccc(O)c1 (stereo unspecified)
→ 2.3	-5	7	0.0
- CCC(C(=O)N1CCN(C)CC1)n1c(C)c2cnn(-c3ccccc3)c(=O)c2c1C (stereo unspecified)
→ -1.4	1	7	0.0
- O=C(CSc1nnc(-c2ccco2)n1-c1ccccc1)Nc1ccccn1
→ -0.2	-3	7	-0.2
- C=CCNC(=O)C1CC2c3ccccc3C1c1ccccc12 (stereo unspecified)
→ -1.0	17	-13	0.7
- CC(=O)NC1(c2ccc(F)cc2)CCN(CC(=O)NC2CCCCC2C)CC1 (stereo unspecified)
→ 0.0	-13	5	-0.1
- CCC1(C)Cc2c(sc3[nH]c(=S)[nH]c(=O)c23)CO1 (stereo unspecified)
→ 0.7	16	2	-0.1
- COc1ccccc1/C=C/C(=O)Nc1ccc(S(=O)(=O)N2CCOCC2)cc1
→ -0.6	9	9	-0.1
- COc1cccc(/C(C)=N/NC(=O)c2ccccn2)c1
→ -3.3	18	-45	-0.1

# The results go on.
# Order of results – GPR151 activ	MITF inh	TEAD-YAP block	FBW7 act
- N#CC1(c2ccccc2)CCc2c(sc3ncnc(N4CCOCC4)c23)C1 (stereo unspecified)
→ -1.6	2	2	0.2
- CCCCCCn1c(N2CCC(C(N)=O)CC2)nc2c1c(=O)[nH]c(=O)n2C
→ 0.3	5	-8	0.0
- CCOC(=O)CNC(=O)c1ccccc1Br
→ -0.1	5	0	0.0
- Cc1ccc2c(c1)C1NC(=S)NC(C)(O2)C1C(=O)Nc1ccc(Cl)cc1 (stereo unspecified)
→ -1.3	6	-7	-0.1
- O=C1CCCC2=C1C(c1ccccc1C(F)(F)F)C1=C(CCCC1=O)O2
→ 0.9	1	2	0.0
- O=C1CCC(=O)N1c1ccc(S(=O)(=O)c2ccc(N3C(=O)CCC3=O)cc2)cc1
→ -2.1	16	-4	0.0
- CCCCOc1ccc(-c2nc(C=Nc3ccc(S(=O)(=O)NC(C)=O)cc3)c(O)o2)cc1
→ -0.5	35	9	0.7
- COc1ccc(-c2nnc(SCC(=O)c3ccc(Cl)s3)o2)cc1
→ 0.0	14	-2	0.8
- N/C(=N\OC(=O)Cc1ccc(Cl)cc1)c1ccc([N+](=O)[O-])cc1
→ 0.6	-9	4	-0.2
- O=C(N1CCN(c2ccc(F)cc2)CC1)C1(c2cccs2)CCOCC1
→ 1.5	6	9	-0.1
- Cc1nnc(NS(=O)(=O)c2ccc(Cl)cc2)s1
→ -0.7	7	-4	0.1
- CC(=O)Oc1cccc(C)c1
→ 0.9	30	11	0.4
- COc1ccc2nc(/C(C#N)=C\C=C\c3ccccc3[N+](=O)[O-])[nH]c2c1
→ -0.2	6	-3	-0.2
- CC1C(=O)C(C)C(c2cccs2)NC1c1cccs1 (stereo unspecified)
→ -0.4	-5	-6	0.1
- CC(NC(=O)c1ccc2c(c1)S(=O)(=O)c1ccccc1C2=O)c1ccc(F)cc1 (stereo unspecified)
→ 0.5	2	-5	-0.2
- CS(=O)(=O)N(CC(=O)N1CCC(Cc2ccccc2)CC1)c1ccccc1
→ -0.5	7	15	-0.1
- Cc1ccnc(NC(=S)NC(=O)c2ccccc2I)c1
→ -0.3	15	-38	0.1
- CCC(C(=O)NCc1ccccc1F)n1ncn2c(cc3occc32)c1=O (stereo unspecified)
→ -0.1	-3	9	-0.1
- Cc1sc2ncnc(N/N=C/c3ccc(-c4ccc(S(N)(=O)=O)cc4)o3)c2c1C
→ -0.5	-7	-8	-0.2
- CCCNC(=O)c1cc(OC)c(OC)cc1[N+](=O)[O-]
→ 3.4	1	0	0.1
- c1ccc(CSc2nnc(SCc3ccccn3)s2)nc1
→ -0.2	2	-62	0.1
- CCOc1ccc(C2=NNC(=O)CC2)cc1
→ -0.4	-10	-18	0.1
- COCCNc1ccc([N+](=O)[O-])cc1C(=O)Nc1cccc(Cl)c1
→ -1.8	-4	1	0.0
- Cc1cccc(NCC(=O)N/N=C/c2ccc(O)c(O)c2)c1
→ -0.2	6	-17	-0.1
- O=C(NC1CCCC1)C1c2ccccc2C(=O)N1Cc1ccc2c(c1)OCO2 (stereo unspecified)
→ -0.8	-6	-14	0.1
- CSc1ncnc2c1cnn2-c1ccccc1
→ -2.8	2	-32	1.2
- O=C1CSC(c2ccccn2)N1c1ccc(F)cc1F (stereo unspecified)
→ -0.5	6	9	0.2
- CC1CCCC(NC(=O)CN2C(=O)COc3ccccc32)C1C (stereo unspecified)
→ 0.3	0	-3	0.1
- C=CCc1cc(C=C2C(=O)N(C)C(=S)N(C)C2=O)cc(OCC)c1OC
→ 0.1	-17	4	-0.1
- Cc1cccc(NC(=O)c2ccccc2Oc2ccccc2)n1
→ -0.8	-1	12	0.1
- O=C(Nc1c(-c2cc(=O)oc3cc4c(cc23)CCC4)oc2ccccc12)c1ccco1
→ -1.7	-2	10	0.0
- O=C(CCCSc1ccccc1)N1CCN(c2ccccc2)CC1
→ 1.1	4	-46	0.0
- O=C(CSc1ccc2nnc(-c3cccs3)n2n1)Nc1ccc(F)cc1
→ 2.6	-7	-14	0.1
- C=CCn1c(C)cc(C(=O)CSc2nnc(-c3ccc(OC)cc3)o2)c1C
→ -0.3	2	5	0.1
- O=C(COc1ccc2ccccc2c1)Nc1nc2ccccc2s1
→ 0.2	4	-13	0.4
- CCOC(=O)C1=C(C)N=c2s/c(=C\c3ccc(OC)cc3OC)c(=O)n2C1c1ccc(OC)c(OC)c1 (stereo unspecified)
→ -0.1	6	8	-0.1
- CCOCCn1cnc2sc(C(=O)N3CCN(c4ccc([N+](=O)[O-])cc4)CC3)c(C)c2c1=O
→ 0.6	6	8	-0.2
- CC(=O)NC1=NC(=O)/C(=C/c2cccc(OCc3ccc(Cl)c(Cl)c3)c2)S1
→ 0.7	5	-2	0.0

# Pulled by structure from the entries so far, 6 records:
# Order of results – GPR151 activ	MITF inh	TEAD-YAP block	FBW7 act
- CSc1ncnc2c1cnn2-c1ccccc1
→ -2.8	2	-32	1.2
- CC1CCCC(NC(=O)CN2C(=O)COc3ccccc32)C1C (stereo unspecified)
→ 0.3	0	-3	0.1
- O=C(CCCSc1ccccc1)N1CCN(c2ccccc2)CC1
→ 1.1	4	-46	0.0
- O=C1CSC(c2ccccn2)N1c1ccc(F)cc1F (stereo unspecified)
→ -0.5	6	9	0.2
- CC(=O)NC1=NC(=O)/C(=C/c2cccc(OCc3ccc(Cl)c(Cl)c3)c2)S1
→ 0.7	5	-2	0.0
- Cc1cccc(NC(=O)c2ccccc2Oc2ccccc2)n1
→ -0.8	-1	12	0.1

# Rows were taken by chance; any-hit rate near 3.4%.
